# RMI FANCM FP: disruptors of RMI1/RMI2 association with MM2 peptide – biochemical, fluorescence polarization, human, primary screen | RMI core complex (RMI1/RMI2) binding to FANCM MM2 peptide, human | RMI core complex with F-MM2 peptide; active compounds read low | FP signal (polarization) at 33 µM | 70,000 compounds, 0.58% hits | AID 1159607, 2016; in the data active = FP signal below about 40; note: inactives centre near 61; strong numbers were not always called active; unit not given here
# Starred values were filed as active, the others as inactive; & = joins results of further samples. An excerpt; the hit share may differ from the screen's.
canonical_smiles,RMI FANCM FP
COc1cccc(-c2nnc3ccc(OCCNC(=O)CC4CCCC4)nn23)c1,67
COc1cccc(OCC(=O)Nc2cc(C)nn2-c2nc3c(cnn3-c3ccc(C)c(C)c3)c(=O)[nH]2)c1,65
COc1ccccc1OCC(O)CN1CCN(CC(=O)Nc2c(C)cccc2C)CC1 (stereo not drawn),56&51&63
O=C(CN(Cc1ccc(Cl)cc1)S(=O)(=O)c1cccnc1)NCc1ccccc1,69
Cn1ccc(C(=O)Nc2ccc(F)cc2F)n1,68
CC(C)(C)c1csc(NNC(=O)c2ccc(Cl)cc2)n1,54
CN1CCCc2cc(C(CNS(=O)(=O)c3cc(F)ccc3F)N3CCOCC3)ccc21 (stereo not drawn),54
O=C(COc1ccc(Oc2ccccc2)cc1)Oc1ccc(Br)cc1,62
Cc1nc2c(sc3cccc(F)c32)c(=O)n1CC(=O)Nc1ccc2c(c1)OCO2,153
Nc1ccc(C2CC(=O)NC(=O)N2)cc1 (stereo not drawn),63
CN1CCN(c2nc3c(c(=O)[nH]c(=O)n3C)n2CC(=O)c2ccc(Br)cc2)CC1,78
O=C(O)C(F)(F)c1ccccc1,51
COc1ccc(Cl)cc1C(=O)N1CCN(c2ncnc3c2nnn3-c2ccccc2)CC1,53
Clc1ccc(Cl)c2sc(N3CCc4ccccc4C3)nc12,68
CCOC(=O)c1csc(NC(=O)C2=COCCO2)n1,63

# Rewritten field by field: part of the list above
> O=C(CN(Cc1ccc(Cl)cc1)S(=O)(=O)c1cccnc1)NCc1ccccc1
  RMI FANCM FP = 69
> COc1cccc(OCC(=O)Nc2cc(C)nn2-c2nc3c(cnn3-c3ccc(C)c(C)c3)c(=O)[nH]2)c1
  RMI FANCM FP = 65
> Cn1ccc(C(=O)Nc2ccc(F)cc2F)n1
  RMI FANCM FP = 68

# The list continues.
canonical_smiles,RMI FANCM FP
CCC(=O)Nc1nc(-c2ccc(I)cc2)cs1,59
Cc1ccc(Cl)cc1N1CCN(CC(O)COc2ccccc2[N+](=O)[O-])CC1 (stereo not drawn),60
Cc1ccc(S(=O)(=O)N(C)C)cc1NC(=O)CCc1ccccc1,58
CC1(C)C=Cc2cc3ccc(=O)oc3cc2O1,60
CCOC(=O)N1CCN(C(=O)c2cn(-c3ccc(C)c(C)c3)nn2)CC1,60
COc1cccc(CNC(=O)c2sccc2S(=O)(=O)N2CCN(c3cc(C)ccc3C)CC2)c1,66
CCN(CC)CCN(C(=O)c1ccc(OC)c(OC)c1)c1nc2ccc(F)cc2s1,72
O=C(Nc1ccc(C(F)(F)F)cc1)O/N=C\c1ccccn1,54
Cc1ccc(-c2cc3c(SCc4ccccc4F)nccn3n2)cc1C,71
O=C(NCc1ccc2c(c1)OCO2)C(=O)NCC1CCN(Cc2cccs2)CC1,85
O=C(/C=C/c1ccccc1)NC(=S)N1CCCCC1,61
COc1ccc(S(=O)(=O)Nc2ccc3c(c2)C(=O)N(C)c2cc(C)ccc2O3)cc1Cl,65
O=C(Cc1ccc(F)cc1)Nc1ccc(-c2ccc(N3CCOCC3)nn2)cc1,55
Cc1ccc2nc(C)c(NC(=O)Nc3cccs3)c(=O)n2c1,66
Cc1ccc2c(c1)NC(=O)c1cc(NS(=O)(=O)c3ccc(NC(=O)C(C)C)cc3)ccc1O2,59
O=c1[nH]nc(SCCS(=O)(=O)c2ccc(F)cc2)n1Cc1ccco1,63
NC(=O)c1c(NC(=O)CN2C(=O)CCC2=O)sc2c1CCCCC2,58
Cc1ccc(NC(=O)C(=O)NCc2ccsc2)cc1,71
CCc1ccc(S(=O)(=O)Nc2ccc3c(c2)CN(C(=O)c2ccccc2)CC3)s1,90
Cc1ccc(-c2oncc2-c2nnnn2-c2ccc(Cl)cc2)cc1,56
N#Cc1cccc(CS(=O)(=O)c2ccccn2)c1,52
CN(C)C(CNC(=O)C(=O)Nc1cccc(F)c1)c1cccc2ccccc12 (stereo not drawn),51
COC(=O)Cn1c(=NC(=O)c2ccnn2C)sc2cc(C(=O)OC)ccc21,90
CCC1CCCCN1S(=O)(=O)c1ccc(C(=O)Nc2nc3c(s2)Cc2ccccc2-3)cc1 (stereo not drawn),50
O=C(CCSc1nnc2ccccn12)Nc1ccc(-c2nc3ccccc3s2)cc1,114
O=S(=O)(c1ccc(N2CCN(c3cccc(Cl)c3)CC2)nn1)C1CCCCC1,70
O=C(Nc1nc(CN2CCc3ccccc3C2)cs1)c1ccc([N+](=O)[O-])o1,61
CC(NC(=O)Cc1cc(=O)[nH]c(SCc2ccccc2F)n1)c1ccccc1 (stereo not drawn),59
CCS(=O)(=O)c1ccc(C(=O)N=c2sc3c(C)cc(C)cc3n2C)cc1,98
C=CCN(CC=C)S(=O)(=O)c1ccc(C(=O)Nc2ccc(C(C)=O)cc2)cc1,78
O=C(Nc1nc2c(Cl)cccc2s1)c1ccc2c(c1)OCCO2,82
CC1CN(CC(=O)Nc2ccc3c(c2)OCCO3)CC(C)O1 (stereo not drawn),65
CC(C)C(NS(=O)(=O)c1ccc(Oc2ccccc2Cl)cc1)C(=O)O (stereo not drawn),71
COc1cccc(/C=C2\SC(=S)N(CCCC(=O)Nc3ccccn3)C2=O)c1,65
Cc1ccc2c(c1)c1ncn(Cc3ccccc3)c(=O)c1n2CC(=O)NCCC1=CCCCC1,63
Cc1ccc(CC(=O)Nc2nnc(-c3cccnc3)o2)c(C)c1,51
CCCCCOc1ccc(C(=O)Nc2cc(C)on2)cc1,64
COc1cc(C(=O)Oc2c(CN3CCOCC3)cc(Cl)c3cccnc23)cc(OC)c1OC,57
COc1ccc(NC(=O)c2cc(Cl)ccc2Cl)cc1N1CCCCC1=O,54
CS(=O)(=O)N1CCCC(C(=O)Nc2nnc(-c3ccc(Cl)cc3)o2)C1 (stereo not drawn),68
O=c1c2ccccc2c2ccccc2c(=O)n1-c1cc(Cl)ccc1Cl,85
CC(C)c1nc(SCC(=O)NC2CCCC2)c2c(=O)n(C)c(=O)n(C)c2n1,74
COc1ccc(NC(=O)CSc2nnc3scc(-c4ccc(C)cc4)n23)cc1,60
Cn1c(SCCC(=O)O)nnc1-c1ccncc1,61
O=C(NCC1CCN(Cc2ccco2)CC1)c1ccccc1C(F)(F)F,74
CCOc1ccc(-c2ccc(=O)n(Cc3nc(-c4ccc5c(c4)OCO5)no3)n2)cc1,118
Cc1ccc(C)c2sc(NC(=O)C3CCN(S(=O)(=O)c4ccc(Cl)s4)CC3)nc12,56
C=CCN(C1=NC(C)(C)C(=C)S1)c1ccc(C)cc1C,61
O=C(CSc1nnc(CNC(=O)c2c(F)cccc2Cl)o1)Nc1nccs1,63
O=C(COc1ccc(Br)cc1)N/N=C\c1cc(Br)ccc1O,61
COC(=O)c1ncn2c1C(=O)OC(COc1ccccc1)C2 (stereo not drawn),60
CC1(C)Cc2cccc(OCC(=O)NCc3cccs3)c2O1,57
C=CCNC(=O)C(=O)NCC(c1ccco1)N(C)C (stereo not drawn),64
COc1ccc(CNC(=O)Cn2ncn3nc4c(c3c2=O)CCCC4)cc1,64
Cc1ccc(S(=O)(=O)c2nc(-c3cccs3)oc2N2CCC(C(N)=O)CC2)cc1,61
O=C(CSc1ncnc2c1nnn2Cc1ccc(F)cc1)NCc1ccccc1Cl,62
COc1ccccc1N1CCN(C(=O)Cn2ncn3nc(-c4ccccc4)cc3c2=O)CC1,81
CC(C)CNC(=O)C(=O)NCCCc1ccc(N(C)C)cc1,74
CC(=C/C(=O)O)/C=C/c1cccnc1,63
COc1cc2c(cc1OC)C(COc1ccc3c(C)cc(=O)oc3c1)N(C(=O)Cc1cccc(C)c1)CC2 (stereo not drawn),92

# (list continues)
mol | RMI FANCM FP
Nc1nc2c(Br)cccc2s1 | 60
O=C(Cc1ccc(-c2ccccc2)cc1)Nc1ccc2c(c1)CN(C(=O)c1ccco1)CC2 | 70
Cc1csc(CN2CCN(C(=O)c3cccc(C(F)(F)F)c3)CC2)n1 | 63
Cc1ccc(SC(=O)c2cc(C)on2)cc1 | 54
Cc1cc(Cl)cc2sc(NC(=O)c3ccccc3F)nc12 | 91
COc1ccc(C)cc1NC(=O)Cn1cnc2c(cnn2C2CCS(=O)(=O)C2)c1=O (stereo not drawn) | 63
Cc1cc(NC(=O)CSc2ccc(NC(=O)c3cccs3)nn2)no1 | 92
NS(=O)(=O)c1ccc(-c2ccc(C3Nc4ccccc4-c4nc5ccccc5n43)o2)cc1 (stereo not drawn) | 49
CCOC(=O)c1sc2ncccc2c1NC(=O)C(Cl)Cl | 53
CCOc1ccc(NC(=O)CC2CCCCN2S(=O)(=O)c2ccc(C)cc2)cc1 (stereo not drawn) | 67
COc1ccc(Cl)c2sc(N(CCCN(C)C)C(=O)c3cc(C)no3)nc12 | 84
O=c1cc(-c2ccccc2)nc(SCc2nc(-c3ccccc3Cl)no2)[nH]1 | 60
CN(Cc1ccco1)S(=O)(=O)c1ccc(C(=O)Nc2nc(-c3cccc([N+](=O)[O-])c3)cs2)cc1 | 56
O=S(=O)(Nc1cccc(C(F)(F)F)c1)c1cccc(F)c1 | 48
COC(=O)c1ccc(/C=C(\C#N)c2nc(-c3ccc([N+](=O)[O-])cc3)cs2)cc1 | 59
CCOc1ccccc1/C=N\NC(=O)CNC(=O)c1ccc(S(=O)(=O)N2CCCCC2)cc1 | 64

# Structures from the list above that have a furan ring, fused or not, in the order listed:
mol | RMI FANCM FP
O=c1[nH]nc(SCCS(=O)(=O)c2ccc(F)cc2)n1Cc1ccco1 | 63
O=C(Nc1nc(CN2CCc3ccccc3C2)cs1)c1ccc([N+](=O)[O-])o1 | 61
O=C(NCC1CCN(Cc2ccco2)CC1)c1ccccc1C(F)(F)F | 74
C=CCNC(=O)C(=O)NCC(c1ccco1)N(C)C (stereo not drawn) | 64
O=C(Cc1ccc(-c2ccccc2)cc1)Nc1ccc2c(c1)CN(C(=O)c1ccco1)CC2 | 70
NS(=O)(=O)c1ccc(-c2ccc(C3Nc4ccccc4-c4nc5ccccc5n43)o2)cc1 (stereo not drawn) | 49
CN(Cc1ccco1)S(=O)(=O)c1ccc(C(=O)Nc2nc(-c3cccc([N+](=O)[O-])c3)cs2)cc1 | 56

# Rewritten field by field: 4 of the compounds above.
> CCOc1ccccc1/C=N\NC(=O)CNC(=O)c1ccc(S(=O)(=O)N2CCCCC2)cc1
- RMI FANCM FP: 64

> COc1ccc(Cl)c2sc(N(CCCN(C)C)C(=O)c3cc(C)no3)nc12
- RMI FANCM FP: 84

> O=S(=O)(Nc1cccc(C(F)(F)F)c1)c1cccc(F)c1
- RMI FANCM FP: 48

> O=c1cc(-c2ccccc2)nc(SCc2nc(-c3ccccc3Cl)no2)[nH]1
- RMI FANCM FP: 60

# Additional compounds:
mol | RMI FANCM FP
COC(=O)c1sc2ccccc2c1NC(=O)C1CCCN(S(C)(=O)=O)C1 (stereo not drawn) | 67
CCCN1CCCc2cc(CCNC(=O)c3cccc(OC)c3OC)ccc21 | 65
CCC(=O)Nc1nc2cc3c(cc2s1)OCO3 | 72
O=C(c1cccc([N+](=O)[O-])c1)N1CCN(CCN2C(=O)c3cccc4cccc(c34)C2=O)CC1 | 58
CCOc1cc(S(=O)(=O)NCCN2CCOCC2)ccc1Br | 61
Cc1ccc(NC(=O)CSc2ccc(-c3sc(-c4cccnc4)nc3C)nn2)cc1F | 90
Cc1cc(C(=O)N(CCn2cccn2)c2nc3c(F)cccc3s2)on1 | 61
c1ccc(Nc2ncnc3cc(-c4ccccc4)sc23)cc1 | 52
O=c1oc2ccccc2cc1-c1csc(Cc2nc(-c3ccc(Br)cc3)cs2)n1 | 79
O=C1CC(c2ccco2)Sc2ccccc2N1Cc1ccc(F)cc1 (stereo not drawn) | 66
COc1ccc(C)cc1NC(=O)NCCCn1nc(-c2ccccc2)ccc1=O | 68
O=S(=O)(CC1CC1(Cl)Cl)c1ccccc1 (stereo not drawn) | 60
c1ccc(-c2nc(-c3ccco3)[nH]c2-c2ccccc2)cc1 | 53
Nc1c2c(nc3cccc(F)c13)OCCC2 | 54
O=C(NCCc1ccccc1)c1n[nH]c2ccccc12 | 63
C=Cc1ccc(CSc2nccn3nc(-c4ccc(OC)cc4)cc23)cc1 | 70
C=CCc1c(C)nc2c(-c3ccccc3)cnn2c1N1CCN(Cc2ccccc2)CC1 | 59
O=S(=O)(NCCN1CCN(c2ccc(F)cc2)CC1)c1cc(F)ccc1F | 62
N#Cc1nc(-c2ccc(COc3ccccc3)o2)oc1N1CCc2ccccc2C1 | 85
COc1cc(C(C)=O)ccc1CN1CCOCC1 | 62
O=C1CC2(CCc3ccccc32)C(=O)N1CN1CCSCC1 (stereo not drawn) | 60
Cc1ccc(Cn2c(CO)c[nH]c2=S)cc1 | 69
CN(C)c1ccc(CCNS(=O)(=O)c2ccc3c(c2)OCCO3)cc1 | 70
O=C(Oc1cccc2ccccc12)c1ccc(Cl)c([N+](=O)[O-])c1 | 57
Cc1ccc2nc(NC(=O)COc3ccccc3)sc2c1 | 74
CC(=O)N1CCc2ccc(NS(=O)(=O)c3ccc(Cl)s3)cc21 | 70
CC12CCC(C(=O)Oc3ccc(-c4ccc(C#N)cc4)cc3)(CC1=O)C2(C)C (stereo not drawn) | 57
CCOc1ccc(OCCNC(=O)c2ccc3ccccc3c2)cc1 | 70
O=C(c1ccc(Cl)c([N+](=O)[O-])c1)N1CCN(c2ccc(N3CCN(CCO)CC3)nn2)CC1 | 53
O=C(CCCOc1ccc(Cl)cc1)Nc1ccc(N2CCCCC2)cc1 | 62
O=C(Nc1nc(-c2ccc(Cl)cc2Cl)cs1)c1ccc(N2C(=O)CCC2=O)cc1 | 60
CCOC(=O)c1sc(S(C)=NC(=O)Nc2ccccc2Cl)c2c1CCC=C2 (stereo not drawn) | 46
COc1ccc(C(=O)OCCNC(=O)c2cccnc2)cc1 | 59
Cc1ccc(NC(=O)C2C(C=C(Cl)Cl)C2(C)C)c(C)c1 (stereo not drawn) | 62
COc1ccc(CC(=O)Nc2nnc3n2CCCS3)cc1OC | 51
Cc1cccc(OCCn2c(C3CC(=O)N(c4cccc(C)c4)C3)nc3ccccc32)c1 (stereo not drawn) | 113
O=C(Nc1cccc(-c2cn3ccsc3n2)c1)c1ccc(I)cc1 | 88
CN(C)S(=O)(=O)N1CCN(S(=O)(=O)N2CCCC2)CC1 | 63
Cc1cccc2sc(N(Cc3cccnc3)C(=O)c3ccc(-c4ccccc4)cc3)nc12 | 80
CN(C)S(=O)(=O)c1ccc(-c2ccccn2)s1 | 61
Cc1cc(NC(=O)CSc2ccc(-c3ccc(Br)cc3)nn2)no1 | 84

# Compound activity from PubChem.
